OXTR agonist = human OXTR agonism; CHO-OTR cells, Fluo-8 calcium fluorescence; normalized: DMSO 0%, oxytocin 100%; actives 0.32% (n = 320,000); AID 2435; P30559; activation, % at 3 µM;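 active means activation above the mean of all tested compounds plus 3 SD, cutoff set per screening run, cut at about 20% in these data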;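 further: peak over basal fluorescence ratio from a 100 s FLIPR kinetic read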
Target sequence (P30559 whole entry, looked up): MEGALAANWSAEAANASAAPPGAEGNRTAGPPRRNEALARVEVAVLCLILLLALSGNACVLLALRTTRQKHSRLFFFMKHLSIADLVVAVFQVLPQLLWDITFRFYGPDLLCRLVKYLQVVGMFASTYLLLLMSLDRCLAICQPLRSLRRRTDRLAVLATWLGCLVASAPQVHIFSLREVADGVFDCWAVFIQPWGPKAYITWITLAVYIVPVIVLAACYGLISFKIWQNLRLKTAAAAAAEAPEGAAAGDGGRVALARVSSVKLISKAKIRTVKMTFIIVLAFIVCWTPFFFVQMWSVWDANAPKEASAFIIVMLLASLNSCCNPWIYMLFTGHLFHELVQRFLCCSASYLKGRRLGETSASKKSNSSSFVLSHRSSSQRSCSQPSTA
TAAR1 antag = antagonists of human TAAR1; CHO RD-HGA16 TAAR1, Fluo-8 calcium fluorescence, antagonist; inhibition, % at 3 µM; actives 1.5% (n = 360,000); AID 624466;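 active means inhibition above a per-plate cutoff, the mean inhibition of test compounds on that plate plus 3 SD, cut at about 49% in these data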;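 further: 0% = DMSO plus EC80 beta-PEA response and 100% = DMSO alone without agonist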
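System: RD-HGA16 CHO cells with stable hTAAR1 and Gα16 | Probe or stimulus: EC80 β-phenethylamine stimulus | Dosing: 3 µM, single point | Times: Dye loading 75 min at 37 °C, then 30 min room temperature | Measured by: Fluo-8 calcium-sensitive fluorescence | Read-out basis: % inhibition of agonist calcium response | Replicates: n of 1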
CHRM1 PAM = human CHRM1 positive allosteric modulation | CHO-K1 hM1, Fluo-8 calcium fluorescence, ACh EC20; 0% = ACh EC20, 100% = maximal ACh | activation, % at 3 µM | P11229 | actives 0.088% (n = 360,000); in the data active means activation above about 19%, passing the limit was not always enough
M1 ag = agonists of human M1 muscarinic receptor; CHO-K1 hM1, Fluo-8 calcium fluorescence, agonist mode; 0% DMSO, 100% acetylcholine EC100; activation, % at 3 µM; actives 0.33% (n = 360,000); AID 588814;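 active means activation above the run's mean compound activation plus 3 SD, cut at about 16% in these data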;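 further: peak over basal fluorescence ratio within a 140 s kinetic read after compound addition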
M1 antag = antagonists of human M1 muscarinic receptor. actives 1.3% (n = 360,000). inhibition, % at 3 µM. P11229. CHO-K1 hM1, Fluo-8 calcium fluorescence, ACh EC80 antagonist. AID 588852;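 active means percent inhibition above its own plate's cutoff, namely the mean of that plate's compound wells plus 3 SD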;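 further: peak over basal fluorescence ratio during 140 s after agonist addition; 0% = ACh EC80 plus DMSO and 100% = DMSO alone without agonist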
TAAR1 ag = human TAAR1 agonism; activation, % at 3 µM; AID 624467; actives 0.99% (n = 360,000); CHO RD-HGA16 TAAR1, Fluo-8 calcium fluorescence; vehicle wells 0%, saturating PEA agonist 100%; Q96RJ0;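 active means activation above the mean activation of all test compounds in the run plus 3 SD, cut at about 38% in these data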
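Benchmarks: low control DMSO, high control PEA (EC100); System: CHO RD-HGA16 cells carrying human TAAR1 plus Gα16; Detection: Fluo-8 fluorescence, 5 s baseline then 140 s kinetic read; Schedule: 17-24 h plating, Fluo-8 75 min 37 °C, 30 min RT; Read-out basis: % activation from peak over basal fluorescence ratio, DMSO-to-PEA scaled.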
OXTR potentiate = potentiates the human oxytocin receptor response | P30559 | CHO-OTR cells, Fluo-8 calcium fluorescence, potentiator mode; 0% = oxytocin EC15, 100% = EC100 | activation, % at 3 µM | actives 0.061% (n = 320,000);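 active means activation above that plate's cutoff, the mean activation of tested compounds plus 3 SD, cut at about 6.6% in these data, passing the limit was not always enough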;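 further: 100% uses oxytocin at 75 nM as the full agonist control; some results filed as inactive read as strong as hits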
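Assay system: CHO cell line stably expressing human OTR | Also added: Oxytocin at about EC15, sub-maximal agonist stimulus | Times: Compound 6 min at room temperature before oxytocin, 100 s read | Measured by: Fluo-8 intracellular calcium fluorescence, ex 470-495, em 515-575 nm | Controls: EC15 oxytocin alone as 0%, 75 nM oxytocin as 100%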
V1aR counter = V1a receptor agonism, counter-screen for OXTR agonists | CHO-V1R cells, Fluo-8 calcium fluorescence, agonist mode; 0% DMSO, 100% 3 nM vasopressin | activation, % at 3 µM | P37288 | actives 0.25% (n = 320,000) | AID 2797;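 active means activation above the mean activation of all tested compounds plus 3 SD, per screening run, cut at about 20% in these data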;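 further: signal is peak over basal fluorescence ratio across a 100 second FLIPR read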
Target sequence (P37288 whole entry, looked up): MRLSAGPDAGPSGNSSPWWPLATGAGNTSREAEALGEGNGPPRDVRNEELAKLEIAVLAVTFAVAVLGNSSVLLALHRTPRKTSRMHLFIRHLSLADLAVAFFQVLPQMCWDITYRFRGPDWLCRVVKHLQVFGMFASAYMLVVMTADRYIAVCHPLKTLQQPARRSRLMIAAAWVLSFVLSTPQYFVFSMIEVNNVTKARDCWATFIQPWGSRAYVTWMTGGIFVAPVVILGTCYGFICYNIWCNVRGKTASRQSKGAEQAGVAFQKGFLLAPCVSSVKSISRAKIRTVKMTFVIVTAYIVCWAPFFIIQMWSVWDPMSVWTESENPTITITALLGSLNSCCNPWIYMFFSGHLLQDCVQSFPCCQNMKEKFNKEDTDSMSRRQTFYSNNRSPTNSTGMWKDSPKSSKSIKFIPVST
CHO parental Ca = counter-screen: ATP calcium response change in parental CHO cells; AID 463079; parental CHO-K1, ATP-induced calcium, Fluo-8 fluorescence; inhibition, % at 5.6 µM; actives 0.63% (n = 330,000);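 active means inhibition above that plate's mean sample inhibition plus 3 SD, cut at about 26% in these data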;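 further: 0% = ATP-challenged DMSO wells and 100% = DMSO wells without ATP; some compounds past the cut are filed as inactive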
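material = parental CHO cells | also added = ATP as calcium-mobilizing challenge | dosing = single point at 5.6 µM | detection = intracellular calcium via Fluo-8 no-wash fluorescent dye | read-out = % inhibition | benchmarks = low control ATP plus DMSO, high control DMSO only | repeats = one well per compound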
Starred values were filed as active, the others as inactive; nt = no result given; & = joins results of further samples.

SMILES	OXTR agonist	TAAR1 antag	CHRM1 PAM	M1 ag	M1 antag	TAAR1 ag	OXTR potentiate	V1aR counter	CHO parental Ca
COCCOC(=O)C1=C(C)N=C2SCCC(=O)N2C1c1ccc(OC(=O)c2ccco2)cc1 (configuration not stated)	0.6	0	7	-3	-1	3	-2	2.2	-14
COc1ccc(-c2cnc(N)nc2-c2ccc(OC)cc2O)cc1	-1.5	12	-6	-4	-2	-1	0	-1.0	-11
CC1Cc2nc(SCC(=O)Nc3ccccc3F)n(C)c(=O)c2S1 (configuration not stated)	-1.3	1	3	-6	-21	15	-1	0.2	-6
Cc1ccc(-c2c[n+](CC(=O)c3cccs3)c3n2CCC3)cc1	-0.1	-11	-7	-5	10	1	-6	-0.7	-4
CN1/C(=C/C(=O)C2CC2)C(C)(C)c2ccccc21	-2.4	-14	-1	-4	4	7	-6	-1.3	11
COc1ccc(-c2ccc(C(=O)NCc3ccncc3)c3occc23)c(C)c1	nt	28	-17	-1	42*	1	nt	nt	nt
Oc1ccc(/C=N/Nc2nc(-c3cccnc3)nc3ccccc23)c(O)c1	-0.4	81*	-3	-1	9	15	-4	1.7	-14
CCOC(=O)c1c(NC(=O)c2nn(CC)cc2Br)c(C#N)nn1-c1ccccc1	-0.9	25	1	-6	-2	8	-6	1.1	3
COc1ccc(/C=C/C(=O)OCC(=O)Nc2ncc(Cl)cc2Cl)cc1	0.0	2	3	-4	-9	-2	-6	0.6	-8
CC(=O)Nc1ccc(N2S(=O)(=O)c3ccccc3S2(=O)=O)cc1	1.2	-11	-3	-4	-5	14	-19	2.3	-10
CSc1nnc(NC(=O)c2cccc(S(=O)(=O)N3CCOCC3)c2)s1	-0.8	-37	5	-3	-6	0	-2	1.1	-1
O=C(NCC1CCCO1)c1ccccc1-c1nc(-c2ccccc2)no1 (configuration not stated)	-1.0	6	4	-2	-24	11	-5	-0.4	-19
COc1ccc(CN2CCN(c3ccccc3OC)CC2)c(OC)c1	0.8	-2	7	-8	-9	1	-15	-0.5	-17
CCOC(=O)N1CCN(C(=O)c2cccc(S(=O)(=O)Nc3ccc(OC)cc3)c2)CC1	0.0	-1	1	0	0	3	-11	1.9	-49
N#Cc1ccc(C(=O)OCC(=O)NC(=O)NC2CCCCC2)cc1	-0.2	9	1	-2	-3	2	0	0.3	-16
COC(=O)c1c(-c2ccccc2)csc1N1C(=O)Nc2ccccc2N1O	-0.6	-20	5	0	-1	12	-6	0.2	-3
COc1ccc(NC(=O)CCC(=O)c2cccs2)c(OC)c1	0.2	nt	4	-3	-1	nt	-5	-0.7	-19
CC(=O)n1cc([C@H]2C=C(C(=O)O)O[C@@H](OCCCCO)C2)c2ccccc21	0.2	-12	4	-5	0	5	-12	0.3	-14
Cc1c(Br)c([N+](=O)[O-])nn1CC(=O)Nc1ccccn1	1.6	-2	10	0	-21	4	3	1.3	-14
CC[C@]1(c2ccccc2)C(=O)N(C(=O)OC)N1C(=O)OC	0.0	-5	12	1	-8	10	-6	0.9	7
O=P1(Nn2cnnc2)C=C(c2ccccc2)OC(c2ccccc2)=C1	-0.1	-26	7	-2	-7	6	2	-0.6	-10
Cc1cc(=O)oc2c3c(cc(OCC(=O)N4CCC(C(=O)O)CC4)c12)OC(C)(C)CC3	0.0	7	8	-2	-8	0	2	1.3	-9
Cc1ccc(S(=O)(=O)C2(C(=O)NC3CCCCC3C)CC2)cc1 (configuration not stated)	-1.3	-28	2	-7	-5	0	17*	-1.5	-5
COc1ccc(NC(=O)c2ccc(S(=O)(=O)N(C)c3ccccc3)cc2)cc1S(=O)(=O)N1CCOCC1	nt	28	-8	-2	9	4	nt	nt	nt
COC(=O)c1nn(-c2ccc3c(c2)OCO3)cc1O	0.1	2	9	-5	-3	1	0	-0.5	-5

Overlap with the part before: four entries, then new ones.
SMILES	OXTR agonist	TAAR1 antag	CHRM1 PAM	M1 ag	M1 antag	TAAR1 ag	OXTR potentiate	V1aR counter	CHO parental Ca
Cc1cc(=O)oc2c3c(cc(OCC(=O)N4CCC(C(=O)O)CC4)c12)OC(C)(C)CC3	0.0	7	8	-2	-8	0	2	1.3	-9
Cc1ccc(S(=O)(=O)C2(C(=O)NC3CCCCC3C)CC2)cc1 (configuration not stated)	-1.3	-28	2	-7	-5	0	17*	-1.5	-5
COc1ccc(NC(=O)c2ccc(S(=O)(=O)N(C)c3ccccc3)cc2)cc1S(=O)(=O)N1CCOCC1	nt	28	-8	-2	9	4	nt	nt	nt
COC(=O)c1nn(-c2ccc3c(c2)OCO3)cc1O	0.1	2	9	-5	-3	1	0	-0.5	-5
O=C(CCCCCNc1nc(=S)[nH]c2ccccc12)NCCC1=CCCCC1	-0.9	-18	2	-6	-1	6	-10	0.3	-27
O=C(Nc1cccc(-c2cccc(Cl)c2)c1)C1CCN(CC2CCOC2)CC1 (configuration not stated)	4.7	-12	-1	-3	0	8	-11	3.2	-6
CC12CCC(c3c(C(=O)O)nn(-c4ccc(F)cc4)c31)C2(C)C (configuration not stated)	0.2	-7	2	-3	-15	19	-14	4.9	-2
CC(=O)OCC1OC(n2c(-c3ccc(Cl)cc3)ccc(C#N)c2=S)C(OC(C)=O)C(OC(C)=O)C1OC(C)=O (configuration not stated)	nt	-15	-2	-2	-2	0	nt	nt	nt
COc1ccc(N/C=C2/Sc3ccccc3NC2=O)cc1	-2.3	44	-13	-5	10	2	-5	-0.5	-17
Cc1ccc(S(=O)(=O)N2CCOCC2)cc1C(=O)c1nccn1C	-0.4	-7	9	-7	-7	2	-8	-0.8	5
O=C(NNC(=O)c1cc(Cl)ccc1O)c1cccs1	3.5	1	9	-1	-17	0	-11	3.0	-2
Cc1ccc(NCc2nnc(SCC(=O)N3CCCc4ccccc43)o2)c(C)c1	-0.9	-21	11	0	4	4	-9	2.0	-13
CCc1cc2ccccc2nc1SCC(=O)NC1CCCC1	-2.5	7	6	-5	3	1	2	13	-9
COC(=O)C1=C(C)N(Cc2ccccc2)C(=NCC(C)C)N[C@H]1c1cccc(F)c1	31*	40	2	4	14	44*	-11	23*	5
CC(OC(=O)CNC(=O)c1ccc2ccccc2c1)C(=O)N(C)C1CCCCC1 (configuration not stated)	1.2	-14	6	0	-5	1	-7	5.1	-27
CCC(CO)Oc1cc(NCc2ccccc2F)c2ncn(C(C)C)c2c1 (configuration not stated)	0.6	9	-7	-12	5	14	-2	-0.3	-23
Cc1ccc2nc(C3CCCCC3)c(CC(C)(C)C)n2c1	nt	-27	5	6	-49	9	nt	nt	nt
COc1ccc(N2CCN(C(=O)CSc3ccccc3N)CC2)cc1	1.7	-11	0	-3	-9	4	-6	0.9	-22
CC(=O)CN1C(=O)NC2(CCCc3ccccc32)C1=O (configuration not stated)	0.2	-10	11	-2	-12	4	-3	0.4	-4
CN(Cc1ccc(Cl)c(Cl)c1)C(=O)CN1C(=O)NC2(CCCC2)C1=O	0.9	-5	6	-5	-10	11	0	-0.2	-9
Cc1cc(=O)oc2c(CN3CCCC3)c(O)c(Cl)cc12	-0.4	-23	6	-4	-6	1	0	1.3	-1
CC1Cc2nc(SCC(=O)Nc3nccs3)n(C)c(=O)c2S1 (configuration not stated)	-1.7	-8	0	-2	4	0	-3	-1.5	-3
OC1(c2ccccc2)CN(c2ccccc2)C2=[N+]1CCS2 (configuration not stated)	-3.4	-14	-3	-7	-1	0	-6	-1.1	-28
CCn1ccnc1CNCc1ccc(OCC(O)CN(C)Cc2ccccc2)cc1 (configuration not stated)	0.4	5	-1	-7	-2	1	-2	0.8	-10
CNS(=O)(=O)c1cn(CC(=O)NCc2ccc(N(C)C)cc2)cc1S(=O)(=O)NC	0.8	-1	11	-3	-13	2	3	0.3	-8
Cc1occc1-c1nnc(SCC(=O)Nc2ccccc2)n1Cc1ccccc1	-1.1	-23	4	-9	-15	-3	-7	-0.2	-17
COc1cccc(C2C(C#N)=C(N)Oc3cc(C)oc(=O)c32)c1OC (configuration not stated)	-0.5	13	8	-5	-11	8	-14	-0.5	-20
O=C(Nc1ccc2c(c1)nc1n2CCN(Cc2ccccc2)C1)c1cccs1	1.3	9	2	-6	4	10	0	0.5	-8
CC(C)(C)NCC(O)COc1ccccc1C1CCCC1 (configuration not stated)	5.9	2	1	2	-27	14	-9	4.4	-10

The listing continues.
SMILES	OXTR agonist	TAAR1 antag	CHRM1 PAM	M1 ag	M1 antag	TAAR1 ag	OXTR potentiate	V1aR counter	CHO parental Ca
CCCCC(=O)NC(=S)Nc1ccc(NC(=O)C(C)C)c(OC)c1	-1.2	10	4	-1	-9	0	-11	0.1	-3
Cc1ccc(NC2CCCN(C(=O)C3CCCC3)C2)cc1C (configuration not stated)	-1.2	-8	4	-5	-6	0	-7	-1.4	-14
O=C1CCCCN1CCCC(=O)N1CCCC(Nc2ccc(F)c(F)c2)C1 (configuration not stated)	-0.4	-13	11	-1	-15	0	-4	0.7	-18
CCC(=O)NC1CCN(C(=S)NC)CC1	0.3	-11	8	-2	-5	6	7	0.1	3
COC(=O)Cc1csc(N)n1	0.8&2.5	-6&2	1&12	0&0	-21&-12	12&2	-7&-18	1.6&2.2	7&-2
CC(C)=CCC/C(C)=C/CCC(C)NCCN1CCNCC1 (configuration not stated)	-0.7	nt	nt	nt	nt	nt	-21	-1.2	-25
CN(C)C(=O)C[n+]1cccc(/C=N/O)c1	0.6	-13	4	-7	-2	3	-12	0.8	4
Cc1ccccc1CNS(=O)(=O)c1ccc2c(c1)C(C)(C)C(=O)N2C	-1.2	0	1	0	2	3	-10	-0.6	-17
CCC(CC)C(=O)Nc1nnc(S(=O)(=O)N2CCCC2)s1	-0.8	-18	6	-9	-8	2	-4	0.2	0
Fc1cc(Br)ccc1Nc1nc2ccccc2n2nnnc12	-0.8	3	9	-1	-8	-1	-3	-0.3	-8
COc1cc(OC)cc(C(=O)NCCSC2CCCCC2)c1	-1.2	-2	7	4	-11	1	-4	2.6	-13
CN1CCN(CCC(=O)Nc2ccc(OCc3ccccc3)cc2)CC1	4.4	8	-4	-5	11	7	-1	2.0	-11
CCN(CC)c1ccc(C2C(C(=O)OCCOC)=C(C)NC3=C2C(=O)CC(C)(C)C3)cc1 (configuration not stated)	1.4	-25	6	-1	-22	3	-8	0.8	-28
CN(C)S(=O)(=O)c1cccc(C(=O)Nc2ccc(Cl)cn2)c1	0.8	-27	-4	-3	9	14	-11	2.2	-13
O=C(O)c1ccc(N2CCN(Cc3ccc4c(c3)OCO4)CC2)c([N+](=O)[O-])c1	0.6	-5	3	0	-12	4	-7	0.6	-1

Bioassay records (PubChem BioAssay)
